Screening data deposited in PubChem BioAssay by National Center for Advancing Translational Sciences (NCATS).
KB-V1 MDR tox: qHTS assay for MDR1-selective chemotherapeutics: Primary screen using the drug-selected MDR subline cells KB-V1 | Potency, µM (top dose mostly 46.1 µM), without a hit: at the top dose activity change, negative = cytotoxicity, most hits filed as cytotoxic | KB-V1 MDR cells viability, CellTiter-Glo, 72 h | 3.4% of 400,000 active; note: potency is the fitted concentration of half-maximal effect; % is set by controls: 0 for no effect and ±100 for the full control effect; nearly all actives have a fitted effect of over 60% in size
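Following 72 h at 37 degrees C with compound, KB-V1 cell viability was read by CellTiter-Glo luminescence, medium being phenol-red-free DMEM plus 10% FBS; concentration-response parameters came from normalized, curve-fitted qHTS data.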
MCF10A rerep: A quantitative high throughput screen for small molecules that induce DNA re-replication in MCF 10a normal breast cells. MCF 10A DNA re-replication, Hoechst nuclear intensity, 48 h. Potency, µM (doses to about 46.1 µM), without a hit: at the highest dose activity, positive = re-replication, most hits filed as activators. 2.9% of 350,000 active; note: potency is the fitted concentration of half-maximal effect; % of control where 0% means no effect; nearly all actives have a fitted effect of over 50% in size
HT1080 IDH1KD tx: qHTS for induction of synthetic lethality in tumor cells producing 2HG: qHTS for the HT-1080-IDH1KD cell line; HT-1080 IDH1 knockdown viability, ATP luminescence, 48 h; Potency, µM (series often up to 46.1 µM), for the others: at the top dose activity, negative = toxicity, most hits filed as cytotoxic; 2% of 360,000 active; AID 686971, 2013;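 note: potency is the fitted concentration of half-maximal effect; 0% = DMSO wells and -100% = cell-free medium wells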
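IDH1KD HT-1080 cells, 750/well, RPMI + 5% FBS; compound pinned after 2 h settling; 48 h, 37 °C; CellTiter-Glo luminescence; % activity normalised to DMSO and no-cell wells; curves fitted, classed by r2 and efficacy.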
KB-3-1 tox: qHTS assay for MDR1-selective chemotherapeutics: Primary screen using the parental adenocarcinoma cell KB-3-1 | KB-3-1 viability, CellTiter-Glo ATP luminescence, 72 h | Potency, µM (series often up to 46.1 µM), for inactives: top-dose activity change, negative = cytotoxic, hits mostly cytotoxic | 1.4% of 400,000 active | AID 1347075, 2019; note: potency is the fitted concentration of half-maximal effect; % is set by controls: 0 for no effect and ±100 for the full control effect; nearly all actives have a fitted effect of over 60% in size
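Cytotoxicity measured as CellTiter-Glo luminescence after 72 h at 37 C. Compound titrations were pinned onto drug-naive KB-3-1 parental adenocarcinoma cells grown in DMEM with 10% FBS, and normalized data fitted to concentration-response curves.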
IL1B secr inh: qHTS for Inhibitors of Inflammasome Signaling: IL-1-beta AlphaLISA Primary Screen; THP-1 LPS/ATP IL-1B secretion, AlphaLISA, 16 h; hits give low values; AID 743279, 2014; activity change, % at 57.5 µM; 4.7% of 360,000 active; in the data active = activity change below about -50%; inconclusive = mostly about -30% to -49%; note: % is set by controls: 0 for no effect and ±100 for the full control effect
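THP-1 cells pretreated 1 hr with compounds (up to 57.5 uM final), then stimulated with LPS (250 ng/mL final) plus ATP (1.25 mM final); secreted IL-1B measured by AlphaLISA after 16 hr, decreased signal indicating inhibition.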
HT1080-NT tox: qHTS for induction of synthetic lethality in tumor cells producing 2HG: qHTS for the HT-1080-NT fibrosarcoma cell line | Potency, µM (doses to about 46.1 µM), for the others: at the top dose activity, negative = less viability, actives largely listed as cytotoxic | HT-1080-NT fibrosarcoma viability, CellTiter-Glo ATP luminescence, 48 h | AID 686970, 2013 | 1.6% of 360,000 active;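 note: NT is the 2HG producing partner of a matched IDH1 knockdown line; potency is the fitted concentration of half-maximal effect; 0% = DMSO-treated cells and -100% = media-only wells without cells; nearly all actives have a fitted effect of over 55% in size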
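Toxicity toward the 2HG-producing NT line was scored as %Activity, normalised to DMSO and no-cell wells, from CellTiter-Glo luminescence after 48 hours' treatment.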
DRD3 agonist: qHTS of D3 Dopamine Receptor Agonist: qHTS | D(3) dopamine receptor (Homo sapiens), P35462 | D3R DiscoveRx beta-arrestin cells, luminescence, 90 min | max activation, % | 0.58% of 410,000 active; in the data active = max activation above about 30%; note: 0% is about no effect; mostly tested at two doses, the higher about 12 µM
Target sequence (P35462 whole entry, looked up): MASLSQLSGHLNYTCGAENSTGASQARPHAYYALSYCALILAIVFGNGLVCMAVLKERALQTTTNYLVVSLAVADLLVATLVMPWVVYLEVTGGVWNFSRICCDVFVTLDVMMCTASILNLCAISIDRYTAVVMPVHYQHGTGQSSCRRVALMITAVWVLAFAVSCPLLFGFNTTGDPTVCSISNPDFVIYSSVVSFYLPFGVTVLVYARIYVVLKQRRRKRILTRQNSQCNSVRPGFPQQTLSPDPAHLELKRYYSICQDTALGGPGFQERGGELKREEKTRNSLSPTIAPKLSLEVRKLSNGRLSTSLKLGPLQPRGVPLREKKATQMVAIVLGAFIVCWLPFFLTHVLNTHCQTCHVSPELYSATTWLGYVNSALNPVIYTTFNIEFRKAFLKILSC
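Agonist-mode cell screen: cells plated at 1500/well and incubated overnight at 37 °C, then exposed to library compounds for 90 min at 37 °C. Detection reagent was added for 30–60 min at room temperature, and luminescence was read.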
HEK293 tox: qHTS of GLP-1 Receptor Inverse Agonists: Cytotox Screen; Potency, µM (top dose mostly 38.3 µM), for inactives: at the highest dose activity change, negative = inhibition, usual class: inhibitors; HEK293 cAMP-luciferase reporter cells, luminescence, 24 h; 0.13% of 410,000 active; AID 624418, 2012;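 note: loss of luciferase light is scored as toxicity; potency is the fitted concentration of half-maximal effect; % is set by controls: 0 for no effect and ±100 for the full control effect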
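Quantitative HTS format, 1536 wells, 200 cells/uL seeded. Compounds: 23 nL, 24 h, 37 °C. Detection: luciferase reagent, luminescence at 12 min RT; decreased signal taken as cytotoxic.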
SW480 rerep: A quantitative high throughput screen for small molecules that induce DNA re-replication in SW480 colon adenocarcinoma cells; SW480 DNA re-replication, Hoechst DNA content imaging, 48 h; Potency, µM (top dose mostly 46.1 µM), without a hit: at the top dose re-replication activation, actives largely listed as activators; 1.8% of 340,000 active; AID 624297, 2012; note: potency is the fitted concentration of half-maximal effect; % of control where 0% means no effect; nearly all actives have a fitted effect of over 55% in size
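First, 250 cells per well were seeded. Next, compound or vehicle (23 nL) was pinned in, plates sat 48 hr at 37 C. Finally Hoechst was added for 40 min before fluorescence scanning.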
Numbers without * were called inactive; u = inconclusive; x = not tested or not shown; [ ] = another dose, or the depositor's remark. Unless noted, calls come from the whole dose curve; as a rule, active = well fitted curve in the direction sought with a large enough effect; inconclusive = small, poorly fitted or top-dose-only effect, or another doubt; inactive = no such curve, though single readings can be large; an effect the other way counts as inactive or inconclusive. Outcome played no part in choosing rows; any-hit rate near 11%.

compound	KB-V1 MDR tox	MCF10A rerep	HT1080 IDH1KD tx	KB-3-1 tox	IL1B secr inh	HT1080-NT tox	DRD3 agonist	HEK293 tox	SW480 rerep
Cc1cc(Br)ccc1NC(=O)CN(C)C(=O)C1CCN(C(=O)c2ccc(F)cc2)CC1	u	13%	2%	2%	-6	6%	3	6%	-8%
C[C@H]1CN([C@@H](C)CO)C(=O)c2cc(C#CC3CCCC3)cnc2O[C@H]1CN(C)C(=O)Cc1ccccn1	-14%	x	1%	-16%	-1	15%	-3	1%	x
Cc1ccc(CNC(=O)CSc2ncc3c(n2)-c2cc(Cl)ccc2N(C)S3(=O)=O)cc1	9%	x	x	5%	x	x	-2	-2%	x
CC1CCCCN1C(=O)COC(=O)/C=C/c1ccc2ccccc2n1 (configuration not stated)	-1%	u	-12%	9%	-54*	-25%	2	-17%	u
Cc1nn(S(=O)(=O)c2ccc(Cl)cc2)c(C)c1Sc1ccc([N+](=O)[O-])cc1	u	11%	11%	0%	-10	15%	-13	7%	27%
CCS(=O)(=O)c1ccc(-c2csc(-c3ccc(Cl)cc3)n2)c(Cl)c1Cl	u	u	1%[9.24 µM]	0%	19	17%	10	-3%	-5%
CC(C)CCNC(=O)c1csc2c1CCCCC2	-14%	8%	0%	23%	0	7%	-1	0%	-3%
CCN(C(=O)COC(=O)CSc1cc(C)c2ccccc2n1)c1ccccc1	10%	1%	14%	13%	7	9%	3	-4%	-6%
S=C1NC2=C(CCC/C2=C\c2ccccc2)C(c2ccccc2)N1 (configuration not stated)	-13%	u	3%	-16%	-1	4%	-2	-23%	0%
CC1CC(C)C[N+](=C2C=C(N3CCCC3)CC(C)(C)C2)C1 (configuration not stated)	11%	26%	u	5.8µM*	u	9.2µM*	1	-19%	u
O=C(NC(=S)NNS(=O)(=O)c1ccccc1)c1ccccc1[N+](=O)[O-]	2%	11%	25%	5%	7	23%	5	-7%	u
COc1cc(NC(=O)c2cccc(C)c2)ccc1NC(=O)c1cc2ccccc2o1	-1%	2.6µM*	-14%	0%	21	-5%	8	-17%	15%
O=C1c2ccccc2C(=O)N1CCc1nc2ccccc2c(=O)n1-c1ccccn1	-2%	-1%	3%	6%	-2	6%	4	-11%	1%
Cc1cc(=O)n(CC(C)O)c(O)c1C#N (configuration not stated)	13%	0%	2%	12%	20	12%	9	-8%	0%
CO/N=C/NC(=O)NOCc1c(Cl)cccc1Cl	-12%	-11%	-5%	-4%	-6	0%	-4	52%[activator]	-16%
OC(CCc1cccc(Cl)c1)c1cccs1 (configuration not stated)	u	-2%	13%	2%	0	0%	0	0%	-10%
Cc1nnsc1C(=O)NNC(=O)c1ccc(C(F)(F)F)cc1	15%	-4%	9%	1%	16	19%	6	8%	-66%
CCOc1ccc(OCc2ccc(C(=O)N3CCc4ccccc4C3)o2)cc1	-25%	u	0%	-8%	-13	3%	5	-13%	11%
Cc1ccccc1Nc1ccc2nonc2c1[N+](=O)[O-]	-14%	-19%	9%	15%	39	4%	5	-7%	0%
O=S(=O)(c1ccccc1)c1nc(NC2CC2)sc1Cl	u	7%	-2%	-12%	18	-28%	0	-20%	-4%
CC1CCCN(C(=O)c2cccc(S(=O)(=O)N3CCCc4ccccc43)c2)C1 (configuration not stated)	-18%	26%	-12%	-20%	-15	-2%	-12	4%	0%
CCOC(=O)c1ccc(NC(=O)CN2C(=O)c3cccnc3Sc3ccccc32)cc1	27%	x	x	4%	x	x	1	4%	x
Cc1cccc(-n2cc(CNCCN3CCOC3=O)c(-c3cccc(F)c3)n2)c1	0%	-8%	u	-2%	-57*	-19%	-6	-24%	u
O=C(O)c1ccsc1Cc1cccs1	9%	x	0%	-11%	-9	1%	2	5%	x
COCCNC(=O)CN(Cc1ccc(F)cc1)C(=O)CCC(=O)Nc1nccs1	1%	-34%[inhibitor]	6%	-1%	9	10%	-11	3%	28%
CC(C)C(c1nnnn1Cc1ccccc1)N1CCC(C(N)=O)CC1 (configuration not stated)	3%	5%	17%	4%	0	15%	-5	-5%	2%
Cc1ccccc1NC(=S)NC(NC(=O)COc1ccccc1)C(Cl)(Cl)Cl (configuration not stated)	u	7%	-10%	u	0	-11%	-7	-15%	10%
COC(=O)c1ccc(C(=O)OC)c(NC(=O)CSc2cccc[n+]2[O-])c1	u	0%	-4%	u	90	u	-11	u	-4%
O=[N+]([O-])c1ccc2[nH]c(O)c(N=NC3CCS(=O)(=O)C3)c2c1 (configuration not stated)	17%	15%	-8%	14%	10	-7%	-7	0%	-4%
Nc1ccc2c(c1)Cc1cc(Cl)c(Cl)cc1-2	-11%	6%	-8%	0%	-5	-16%	-15	3%	1%

Next section.
compound	KB-V1 MDR tox	MCF10A rerep	HT1080 IDH1KD tx	KB-3-1 tox	IL1B secr inh	HT1080-NT tox	DRD3 agonist	HEK293 tox	SW480 rerep
O=C(COc1ccccc1C(=O)O)Nc1ccc(SC(F)F)cc1	-3%	0%	27%	3%	-2	24%	-6	10%	-9%
Cc1cc(C)c(S(=O)(=O)N(C)CC(=O)N2CCCC2)c(C)c1	-21%	x	0%	0%	20	4%	1	15%	x
COc1ccc(C2NC3=C(CCC3)C3(C#N)C4(N=C(N)C23C#N)OCCO4)cc1 (configuration not stated)	17%	0%	1%	-3%	18	0%	-6	18%	0%
N#Cc1ccc(COC(=O)c2ccc3c(c2)OCO3)cc1	11%	u	1%	19%	-18	-2%	-13	29%	-3%
N=c1ccn(Cc2ccc(Cl)c(Cl)c2)cc1	0%	9%	u	u	-68*	-28%	-6	-14%	0%
N=c1c2c(-c3ccccc3)c(-c3ccccc3)oc2ncn1CCCN1CCOCC1	23µM*	12µM*	-22%	u	u	-30%	-11	-17%	u
O=C(NCCc1cnn(-c2ccccc2)c1)c1cc(COc2c(F)cccc2F)on1	-4%	10%	-22%	-18%	-23	-5%	0	-2%	5%
COc1ccc(S(=O)(=O)Nc2cc(-c3cn4cccc(C)c4n3)ccc2C)cc1C	6%	x	x	6%	x	x	-8	4%	x
Cc1ccc(S(=O)(=O)N2CCN(C(=O)CC(C)n3cncn3)CC2)cc1 (configuration not stated)	10%	-3%	3%	8%	5	11%	16	1%	-12%
Cc1cc(C(=O)NCc2csc(-c3ccccc3)n2)no1	3%	0%	2%	11%	18	4%	0	-4%	1%
O=C(NCc1ccccc1Cl)NC(=O)c1csc([N+](=O)[O-])c1	26%	-1%	3%	10%	2	1%	1	2%	-7%
O=C(CSc1ncn[nH]1)Nc1c(Br)cc([N+](=O)[O-])cc1Br	1%	-1%	13%	9%	2	0%	2	14%	-6%
CCCc1cc(=O)n2[nH]c(-c3cc(OC)c(OC)c(OC)c3)nc2n1	23%	0%	0%	11%	13	3%	4	-8%	3%
CN(c1ccccc1)S(=O)(=O)c1ccc(Cl)c(C(=O)NCc2ccccc2CN2CCCC2)c1	-12%	15%	-7%	-16%	u	-9%	-8	-25%	19%
Cc1c(Cl)cccc1NC(=S)NCc1ccco1	u	0%	-1%	u	16	u	3	-14%	-8%
O=C(CN1CCCC1)Nc1nc(-c2ccc3c(c2)CCN3C(=O)c2ccccc2F)cs1	-2%	u	u	-13%	-12	u	-18	u	-27%
O=C(NCc1ccccc1)C1=C[C@H](c2csc3ccccc23)C[C@H](OCc2ccc(CO)cc2)O1	0%	u	-17%	0%	-52*	u	-11	-14%	1%
c1csc(CNc2ccn3nc(-c4ccc(OCCN5CCOCC5)cc4)cc3n2)c1	-28%	x	u	-3%	-14	u	0	u	x
O=C(CSc1n[nH]c(=O)n1CCc1ccccc1)NC1CCCC1	3%	x	11%	u	-2	10%	1	2%	x
COc1cccc(/C=C2\CCc3ccccc3C2=O)c1	-1%	-2%	u	5%	-6	u	3	-2%	0%
COc1cc(C(=O)NCCC(=O)NC2CCC(C)CC2)cc(OC)c1OC (configuration not stated)	26%	-1%	7%	16%	15	-1%	-18	-3%	u
CCN1C(=O)c2cccc3c(NS(=O)(=O)c4ccc(NC(C)=O)cc4)ccc1c23	-10%	u	-11%	u	36	-18%	-9	-20%	1%

Nothing new here: 2 of the compounds above.
compound	KB-V1 MDR tox	MCF10A rerep	HT1080 IDH1KD tx	KB-3-1 tox	IL1B secr inh	HT1080-NT tox	DRD3 agonist	HEK293 tox	SW480 rerep
COc1cc(C(=O)NCCC(=O)NC2CCC(C)CC2)cc(OC)c1OC (configuration not stated)	26%	-1%	7%	16%	15	-1%	-18	-3%	u
CCN1C(=O)c2cccc3c(NS(=O)(=O)c4ccc(NC(C)=O)cc4)ccc1c23	-10%	u	-11%	u	36	-18%	-9	-20%	1%
